# PMI act hi M6P – activators of human phosphomannose isomerase at near-saturating mannose 6-phosphate. P34949. coupled PMI enzyme assay, resazurin fluorescence, 20 min; active compounds read high; 1 = untreated enzyme, 0 = substrate-free blank. activation factor at 20 µM. hit rate 0.34% among 190,000. AID 1216;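 active = activation factor of 2 or more at 20 µM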
# Target sequence (P34949 whole entry, looked up): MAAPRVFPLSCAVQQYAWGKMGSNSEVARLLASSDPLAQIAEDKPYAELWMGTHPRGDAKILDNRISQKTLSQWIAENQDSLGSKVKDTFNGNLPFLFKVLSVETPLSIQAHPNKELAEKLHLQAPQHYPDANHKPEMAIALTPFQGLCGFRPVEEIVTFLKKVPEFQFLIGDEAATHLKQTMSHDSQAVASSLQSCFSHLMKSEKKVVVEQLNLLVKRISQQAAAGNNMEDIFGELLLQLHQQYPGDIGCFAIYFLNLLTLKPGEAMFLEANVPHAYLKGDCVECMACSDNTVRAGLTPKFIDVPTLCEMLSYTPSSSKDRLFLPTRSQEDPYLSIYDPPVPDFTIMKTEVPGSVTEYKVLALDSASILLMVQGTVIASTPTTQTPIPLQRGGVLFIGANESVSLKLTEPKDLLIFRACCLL
#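 Test system: human phosphomannose isomerase with PGI, G6PDH, diaphorase coupling enzymes; amount: 15 ng/mL PMI; incubation: enzyme reaction with compound 20 min at room temperature; technique: resorufin fluorescence (Ex 544/Em 590 nm) from resazurin via diaphorase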
# TNAP act hiacc – increases human TNAP activity under high phosphate acceptor concentration; P05186; purified TNAP, CDP-star luminescence, 1 M DEA, 30 min; active compounds read high; 0 = EDTA background, 1 = DMSO-only activity; activation factor at 20 µM; 200,000 tested, under 10 active; AID 1136;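 active = activation factor at least 2 at 20 µM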
# Target sequence (P05186 whole entry, looked up): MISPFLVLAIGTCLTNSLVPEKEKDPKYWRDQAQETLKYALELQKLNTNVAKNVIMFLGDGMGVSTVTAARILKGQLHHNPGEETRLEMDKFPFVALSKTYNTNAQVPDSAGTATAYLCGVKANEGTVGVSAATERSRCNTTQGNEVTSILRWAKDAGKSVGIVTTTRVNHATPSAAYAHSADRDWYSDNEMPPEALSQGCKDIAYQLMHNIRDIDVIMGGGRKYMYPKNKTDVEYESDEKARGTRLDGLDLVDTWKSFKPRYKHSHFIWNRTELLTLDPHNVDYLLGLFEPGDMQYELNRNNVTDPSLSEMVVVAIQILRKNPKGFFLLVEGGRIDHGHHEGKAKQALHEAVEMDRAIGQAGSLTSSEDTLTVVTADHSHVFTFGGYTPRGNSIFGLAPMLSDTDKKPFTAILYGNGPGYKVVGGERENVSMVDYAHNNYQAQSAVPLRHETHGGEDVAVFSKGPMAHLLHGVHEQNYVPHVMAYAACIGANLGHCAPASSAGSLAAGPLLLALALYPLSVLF
#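 Test system – human TNAP · Doses – 20 µM single point · Incubation – 30 min, room temperature · Signal – luminescent substrate turnover signal · Read-out basis – activation factor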
# Diaph inh CS – diaphorase inhibition or chemical oxidation counter-screen | diaphorase resazurin-to-resorufin fluorescence, NADH, 16 min; bacterial (C. kluyveri) enzyme, not human | inhibition, % at 20 µM | hit rate 0.69% among 190,000;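 active = primary screen inhibition at 20 µM above a set limit, cut at about 50% in these data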;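 note: plate controls were DMSO with full reaction for no effect and wells lacking NADH for full effect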
#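 Test system: Clostridium kluyveri diaphorase enzyme / Quantity: diaphorase at 0.14 U/mL in enzyme working solution / Incubation: 16-min room-temperature incubation before reading / Benchmarks: NADH-free wells as positive control, DMSO-only neutral wells / Signal: resorufin fluorescence 544/590 nm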
# G6PDH counter – L. mesenteroides G6PDH inhibition counter-screen | Purified L. mesenteroides G6PDH, diaphorase/resazurin coupled fluorescence, 45 min | inhibition, % at 5 µM | hit rate 0.12% among 200,000; in the data active = inhibition above about 50%
# TNAP inh no acc – blocks human TNAP activity with no phosphate acceptor present; P05186; purified TNAP, CDP-star luminescence, 30 min; inhibition, % at 20 µM; hit rate 0.26% among 200,000;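 active = tissue-nonspecific alkaline phosphatase inhibition above about 50% at 20 µM in the single-dose screen, limit read from the data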;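 note: 0% = DMSO negative control and 100% = EDTA positive control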
# FLuc stim CS – affects firefly luciferase, flagging false hits in luciferase stimulation screens; activation factor at 10 µM; AID 1027; 200,000 tested, under 10 active; ATPlite luciferase biochemical, luminescence, 10 min; 0 = ATP-free wells, 1 = DMSO control;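 active = luciferase activation factor, scaled between plate controls, of at least 2 with compound at 10 µM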
#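 Material: Luciferase/luciferin reagent mix | Doses: Test compounds dosed from 2 mM stocks in 100% DMSO | Timing: 10 min incubation after luciferase reagent addition, room temperature | Measured by: Luminescence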
# PMI activator – increases human mannose-6-phosphate isomerase activity; P34949; purified human PMI, coupled resazurin fluorescence, 20 min; active compounds read high; 1 = vehicle control, 0 substrate-free wells; activation factor at 20 µM; hit rate 0.005% among 190,000;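 active = activation factor of 2 or more at 20 µM, relative to plate controls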
# TNAP inh hi DEA – inhibitors of human TNAP at high phosphate acceptor concentration | P05186 | purified TNAP, CDP-star luminescence, 1 M DEA | inhibition, % at 20 µM | hit rate 0.03% among 200,000;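 active = over 50% inhibition of tissue-nonspecific alkaline phosphatase at 20 µM in the single-dose screen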;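 note: plate controls were DMSO wells for no effect and EDTA-quenched wells as full inhibition for full effect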
# Efa HMGR inh – inhibitors of class II HMG-CoA reductase from Enterococcus faecalis; purified E. faecalis HMGR, NADPH absorbance 340 nm kinetic; hit rate 0.41% among 190,000; AID 1066; inhibition, % at 10 µM;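 active = inhibition above a set limit, the median over all tested compounds plus 3 SD, cut at about 9.5% in these data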;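 note: enzyme runs in reverse so mevalonate oxidation gives rising NADPH absorbance; 0% = complete reaction with DMSO and 100% = background rate lacking mevalonate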
# Diaphorase act – activates diaphorase or chemically reduces, flagging diaphorase assay artifacts. hit rate 0.005% among 190,000. activation factor at 20 µM. Diaphorase/resazurin coupled assay, resorufin fluorescence, 16 min; active compounds read high; 1 = vehicle wells, 0 = NADH-free wells;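 active = diaphorase activity raised at least twofold by the compound at 20 µM; inactive = activation factor below 2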
#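 Measured by – red resorufin fluorescence at 544/590 nm excitation/emission · Test system – Clostridium kluyveri diaphorase, purified enzyme · Incubation – reaction time 16 min, room temperature · Buffer or medium – 50 mM HEPES pH 7.4 with 4.542 mM MgCl2, 0.005% Tween 20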
# Active calls of the source: *.
SMILES,PMI act hi M6P,TNAP act hiacc,Diaph inh CS,G6PDH counter,TNAP inh no acc,FLuc stim CS,PMI activator,TNAP inh hi DEA,Efa HMGR inh,Diaphorase act
Cc1cccc(NC(=S)N2CCC(c3nc4ccccc4s3)CC2)c1,0.8,1.1,24,3,-11,1.1,0.8,-7,-1,0.8
CC(C)(C)C(=O)Oc1cc(N)n(S(=O)(=O)c2ccccc2)n1,1,1,3,-8,-8,1,0.9,-2,2,1
Cc1cc(C)n(-c2cccc(CN3CCC(CO)(Cc4ccccc4)CC3)c2)n1,0.9,1,15,11,-4,1,0.8,0,-2,0.8
COc1cc(CCN2C(=O)N[C@@H](CCc3ccccc3)C(C(C)=O)=C2C)cc(OC)c1OC,0.9,1,3,12,-7,1,1,-1,-7,1
CCSc1nc(-c2ccccc2)nc2c1CCCC2,0.9,1,7,2,-10,1,0.9,-2,-6,0.9
CCOC(=O)c1ccc(NC(=O)CSc2nnc(C3CC3)n2CC)cc1,1.1,1.1,7,5,-13,1,1,-6,-1,0.9
CCOC(=O)c1cccnc1SC(CC)C(=O)N1CCOCC1 (configuration not stated),1,1,6,12,4,1.1,1.1,-1,-5,0.9
Cc1ccc(O)c(C(=O)c2cnc3c(c2)c(C)nn3-c2ccccc2)c1,0.8,1,22,6,-16,1,0.9,2,1,0.8
O=C(COC(=O)C1CCN(S(=O)(=O)c2ccccc2C(F)(F)F)CC1)NCc1ccc(F)cc1,1,1.1,8,7,-11,1,1,-7,-1,0.9
COc1ccc2nc(NC(=O)c3cccc(OCc4c(C)noc4C)c3)sc2c1,0.9,1,19,11,-6,0.7,0.9,-4,-1,0.8
Cc1ccc(NCc2ccccc2O)cc1C,0.7,1,24,1,-14,1,0.8,-2,-6,0.8
CSc1nc(C)c(C(=O)Nc2ccccc2)c(C)c1C#N,0.9,1,-1,-2,-8,1.1,1,-2,-7,1
CCn1cc(C(=O)OCC(=O)Nc2c(C)n(C)n(-c3ccccc3)c2=O)c(=O)c2ccc(C)nc21,1,1.1,12,2,-11,1.1,1,-5,-13,0.9
Cc1c(-c2ccccc2)[nH]n2c(=O)c3c(nc12)CCCC3,1,1.1,18,-1,-1,0.9,1,-6,1,0.8
CCOC(=O)c1ccccc1OC(=O)CS(=O)c1ccccc1[N+](=O)[O-] (configuration not stated),1.1,1,12,7,-7,1,1.1,-3,3,0.9
CCN(CC)CCN1C(=O)C(=O)/C(=C(/O)c2ccc(C)cc2)C1c1ccncc1 (configuration not stated),0.9,1,16,15,-11,1,0.9,-1,-6,0.8
COc1ccc(CNC(=O)c2cc3c(=O)[nH]c4ccccc4c3n2C)cc1,1,1,3,2,-4,1,1,1,-4,1
Cc1ccccc1Nc1nnc(SCC(=O)NC(=O)Nc2ccc3c(c2)OCCO3)s1,1,1,0,6,-13,0.9,0.8,3,-2,1
CCOC(=O)c1sc2nc(C)c3c(c2c1N)CC(C)(C)OC3,0.9,1,19,-2,-9,1,0.9,-1,-4,0.8
CC(=O)Nc1cccc(-c2nnc(SCC(=O)N3CCCCC3)n2C)c1,1.2,1,-2,-2,-8,1,1.2,2,-5,1

# Quoted at random: 7 compounds from above.
SMILES,PMI act hi M6P,TNAP act hiacc,Diaph inh CS,G6PDH counter,TNAP inh no acc,FLuc stim CS,PMI activator,TNAP inh hi DEA,Efa HMGR inh,Diaphorase act
CCn1cc(C(=O)OCC(=O)Nc2c(C)n(C)n(-c3ccccc3)c2=O)c(=O)c2ccc(C)nc21,1,1.1,12,2,-11,1.1,1,-5,-13,0.9
O=C(COC(=O)C1CCN(S(=O)(=O)c2ccccc2C(F)(F)F)CC1)NCc1ccc(F)cc1,1,1.1,8,7,-11,1,1,-7,-1,0.9
CCN(CC)CCN1C(=O)C(=O)/C(=C(/O)c2ccc(C)cc2)C1c1ccncc1 (configuration not stated),0.9,1,16,15,-11,1,0.9,-1,-6,0.8
COc1ccc2nc(NC(=O)c3cccc(OCc4c(C)noc4C)c3)sc2c1,0.9,1,19,11,-6,0.7,0.9,-4,-1,0.8
Cc1cccc(NC(=S)N2CCC(c3nc4ccccc4s3)CC2)c1,0.8,1.1,24,3,-11,1.1,0.8,-7,-1,0.8
CCOC(=O)c1ccc(NC(=O)CSc2nnc(C3CC3)n2CC)cc1,1.1,1.1,7,5,-13,1,1,-6,-1,0.9
CSc1nc(C)c(C(=O)Nc2ccccc2)c(C)c1C#N,0.9,1,-1,-2,-8,1.1,1,-2,-7,1

# A few values from above.
# Entry for CCOC(=O)c1ccccc1OC(=O)CS(=O)c1ccccc1[N+](=O)[O-] (configuration not stated) in PMI act hi M6P: 1.1
# Entry for CCN(CC)CCN1C(=O)C(=O)/C(=C(/O)c2ccc(C)cc2)C1c1ccncc1 (configuration not stated) in FLuc stim CS: 1
# Entry for CC(C)(C)C(=O)Oc1cc(N)n(S(=O)(=O)c2ccccc2)n1 in PMI act hi M6P: 1
# Entry for CSc1nc(C)c(C(=O)Nc2ccccc2)c(C)c1C#N in FLuc stim CS: 1.1
# Entry for Cc1cc(C)n(-c2cccc(CN3CCC(CO)(Cc4ccccc4)CC3)c2)n1 in Diaphorase act: 0.8
# Entry for CCSc1nc(-c2ccccc2)nc2c1CCCC2 in Diaph inh CS: 7

# Next part:
SMILES,PMI act hi M6P,TNAP act hiacc,Diaph inh CS,G6PDH counter,TNAP inh no acc,FLuc stim CS,PMI activator,TNAP inh hi DEA,Efa HMGR inh,Diaphorase act
O=C(CCCCCN1C(=O)CCC1=O)Nc1ccc2c(c1)OCCO2,1,1,8,-2,-13,1,1,-4,-4,0.9
COc1ccc(N(CC(=O)NC2CCCC2)C(=O)CCC(=O)Nc2cc(C)on2)c(OC)c1,1,1,5,5,4,1.1,1.1,-4,-2,1
CNC(=S)Nc1ccc(OC)c(OC)c1,0.9,1,8,-18,-17,1.1,0.9,-1,-4,0.9
CCn1c(COc2ccc(Cl)cc2)nnc1SCc1nc2ccccc2[nH]1,0.9,1,12,1,-28,1,0.9,-4,-4,0.9
O=c1[nH]c2ccccc2nc1-c1cccs1,0.9,1,8,1,-5,0.9,0.9,-2,-8,0.9
FC(F)(F)c1ccc(N2CCN(c3ncnc4c3nnn4Cc3ccccc3)CC2)nc1,1,1,8,-3,-10,1,1.1,0,-3,0.9
O=C(COc1ccc2ccccc2c1)Nc1nc2ccccc2[nH]1,1,1.1,8,6,-15,1,0.9,-5,1,0.9
Cc1nc(N2N=C3/C(=C/c4ccc(F)cc4)CCCC3C2c2ccc(F)cc2)sc1C(=O)N(C)C (configuration not stated),1.2,1,14,3,-42,1,1,5,-3,0.9
CC[C@H](C)C(C(=O)N1CCN(C(=O)OC(C)(C)C)CC1)n1cc(C(CO)NC(=O)OC(C)(C)C)nn1 (some centres not stated),1,1,0,17,-12,1.1,1,-5,-4,1
Cc1c(Br)cc(C(=O)OC2CCN(C)CC2)c(C)c1C,1,1.1,3,7,-2,1.2,1,-7,-4,1
COc1cccc(NC(=O)CS(=O)(=O)c2cn(CC(=O)N3CCOCC3)c3ccccc23)c1,1,1,20,3,-14,1.1,1.1,1,0,0.8
CCCc1cc(=O)[nH]c(SCCOc2ccc(OCC)cc2)n1,1,1.1,-1,8,7,1.1,1,-10,0,1
CC1CCCC(C)N1C(=O)Cn1c(SCC(=O)Nc2ccc3c(c2)OCO3)nc2ccccc21 (configuration not stated),0.9,1.1,18,4,-6,1.1,0.9,-6,0,0.8
Cc1cc(-c2[nH]nc3c2C(c2cccc(O)c2)C(C#N)=C(N)O3)c(C)s1 (configuration not stated),0.9,0.9,17,6,27,1,0.8,7,-3,0.8
CCN1C(=O)/C(=C2\C=Cc3ccccc3N2CC)SC1=S,0.9,0.7,17,4,15,1,1,31,0,0.8
O=C(CSc1nnc(NC(=O)c2ccc3c(c2)OCO3)s1)NCc1ccco1,1,1,0,1,-17,0.1,1.1,0,-3,1
OC(CNC1CCCC1)COc1c(F)cc(Br)cc1F (configuration not stated),1,1.1,16,4,-22,1,1,-7,2,0.8
C=CCN(CC=C)Cc1ccc(C(=O)OC)o1,0.9,1,12,4,-4,1,0.9,0,-3,0.9
Cn1c(=O)c(C(=O)CN2CCc3ccccc32)c(N)n(Cc2ccccc2)c1=O,1.2,1.1,16,-5,-6,1.1,1.1,-6,-4,0.8
COc1ccccc1NC(=S)N(Cc1ccc(C)cc1)Cc1ccccn1,0.9,1,6,5,-8,1,0.9,-2,-2,0.9
Cc1[nH]n(C2=NCCS2)c(=O)c1N=Nc1cccc(C(F)(F)F)c1,1.2,0.9,8,13,-4,1.1,1.1,9,3,0.9
O=C(COc1ccccc1-c1ccccc1)N/N=C/c1ccncc1,1,1,19,6,-4,1.1,1,-5,-5,0.8
Cc1ccc(/C=C/C(O)=C2/C(=O)N(C)C3(C)CC2c2ccccc2O3)cc1 (configuration not stated),1,1,16,8,-7,1.1,1,-2,0,0.8
CCOC(=O)C1CCN(c2nc3cc(OC)ccc3cc2C#N)CC1,0.8,1,23,-15,-1,1,0.8,2,-3,0.8
Cc1cc(=O)oc2cc(OCC(O)CN3CCN(c4ccc(F)cc4)CC3)ccc12 (configuration not stated),0.9,1.1,22,2,-11,1.1,1,-10,-3,0.8
COc1ccc(S(=O)(=O)CC(=O)Nc2ccccc2Cl)cc1,1,1,12,23,-1,1,1,-1,2,0.9
S=C1NCCOCCOCCOCCNC(=S)NCCOCCOCCOCCN1,1,1,17,0,-6,1,1,2,3,0.8
CCSc1nc2sc3c(c2c(=O)n1CC)CC(C)(C)OC3,0.8,1.1,17,-1,-8,1.1,0.9,-6,1,0.8
Nc1c(NCCN2CCOCC2)c2ccccc2oc1=O,1,1,9,2,-7,1,0.9,-1,-6,0.9
C/C(N)=C(/C#N)C(=O)CSc1nnnn1-c1ccccc1,0.9,1,25,7,-8,1,0.9,-4,0,0.7
COc1cnc(-c2ccccn2)nc1NC(C)C,1,1,13,34,-37,1,0.9,-3,-3,0.9
Cc1ccc(S(=O)(=O)C2(C(=O)NC3CCCC3)CC2)cc1,1.1,1,1,14,-8,0.9,1,-1,-3,1
Cn1c(SCC(=O)N2c3ccccc3Sc3ccc(Cl)cc32)nnc1-c1ccco1,1.1,1,27,0,-5,1,1.1,-4,3,0.7
CN1CCN(CCNC(=O)Nc2ccc([N+](=O)[O-])cc2)CC1,1.1,1,-1,-2,3,1,1.1,1,-1,1

# Bioassay records deposited in PubChem BioAssay by several laboratories.
